Bioassay records: PubChem BioAssay, National Center for Advancing Translational Sciences (NCATS)
KB-V1 MDR tox – KB-V1 MDR subline cytotoxicity | Potency, µM (highest dose often 46.1 µM), for inactives: at the top dose activity change, negative = cytotoxicity, hits mostly cytotoxic | KB-V1 MDR cells viability, CellTiter-Glo, 72 h | 3.4% of 400,000 active | AID 1347076; further: on the % scale 0 is the no-effect control and ±100 the full control effect; nearly all actives have a fitted effect of over 60% in size
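KB-V1, DMEM (no phenol red) + 10% FBS; cpd pin-transferred, titration series; 72 h, 37 degrees C; CellTiter-Glo, luminescence. Data normalized, curve-fit.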
KB-3-1 tox – KB-3-1 parental cell cytotoxicity; AID 1347075; Potency, µM (series often up to 46.1 µM), for the others: at the highest dose activity change, negative = cytotoxic, actives largely listed as cytotoxic; 1.4% of 400,000 active; KB-3-1 viability, CellTiter-Glo ATP luminescence, 72 h; further: on the % scale 0 is the no-effect control and ±100 the full control effect; nearly all actives have a fitted effect of over 60% in size
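Multi-concentration cytotoxicity screen in KB-3-1 cells grown in DMEM lacking phenol red with 10% FBS. After 72 h at 37 °C with compound, ATP-dependent luminescence was recorded.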
HT1080 IDH1KD tx – toxicity to HT-1080 IDH1 knockdown cells (counter line). HT-1080 IDH1 knockdown viability, ATP luminescence, 48 h. Potency, µM (top dose mostly 46.1 µM), without a hit: at the top dose activity, negative = toxicity, usual class: cytotoxic. 2% of 360,000 active;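 further: 0% = DMSO wells and -100% = cell-free medium wells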
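After a 2 h attachment period, IDH1KD HT-1080 cells took pin-transferred compound for 48 h at 37 °C; ATP-based luminescence after 10 min room-temperature reagent incubation reported viability.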
GLP1R inv ag – GLP-1 receptor (human) inverse agonism; AID 624417; Potency, µM (top dose mostly 38.3 µM), for the others: top-dose activity change, negative = inhibition, actives largely listed as inhibitors; 1.6% of 410,000 active; P43220; HEK293 GLP-1R CRE-luciferase, luminescence, 24 h; GLP-1R form is constitutively active; further: on the % scale 0 is the no-effect control and ±100 the full control effect; nearly all actives have a fitted effect of over 55% in size
Target sequence (P43220 whole entry, looked up): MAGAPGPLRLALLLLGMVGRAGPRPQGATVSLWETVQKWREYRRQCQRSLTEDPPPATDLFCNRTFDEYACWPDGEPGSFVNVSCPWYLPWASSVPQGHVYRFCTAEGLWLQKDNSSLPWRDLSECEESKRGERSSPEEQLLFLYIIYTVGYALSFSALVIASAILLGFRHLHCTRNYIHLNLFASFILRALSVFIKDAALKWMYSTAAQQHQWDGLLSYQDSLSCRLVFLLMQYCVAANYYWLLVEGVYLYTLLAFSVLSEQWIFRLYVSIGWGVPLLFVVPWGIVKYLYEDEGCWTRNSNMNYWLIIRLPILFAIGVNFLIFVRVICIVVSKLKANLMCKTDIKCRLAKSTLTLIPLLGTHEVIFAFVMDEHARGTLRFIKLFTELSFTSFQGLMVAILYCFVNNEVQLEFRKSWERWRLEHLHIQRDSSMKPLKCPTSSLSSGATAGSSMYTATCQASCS
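GLP-1R inverse agonism mode: basal reporter luminescence in engineered HEK293 cells measured after one day of compound exposure at 37 deg C, with a 12 min room-temperature detection step.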
GLP1R ag – agonists of human GLP-1 receptor; Potency, µM (highest dose often 45.6 µM), for the others: at the top dose activation, most hits filed as activators; 0.007% of 380,000 active; HEK293 GLP-1R CRE-luciferase, luminescence, 4-6 h; cells express a hypersensitive GLP-1R form; AID 624172; further: % of control where 0% means no effect
HEK293 tox – cytotoxicity in counter-screen for GLP-1R inverse agonists; HEK293 cAMP-luciferase reporter cells, luminescence, 24 h; Potency, µM (highest dose often 38.3 µM), inactives show at the top dose activity change, negative = inhibition, hits mostly inhibitors; 0.13% of 410,000 active; AID 624418;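 further: loss of luciferase light is scored as toxicity; on the % scale 0 is the no-effect control and ±100 the full control effect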
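To flag toxic compounds, the library was rerun on cells for 24 hr at 37 deg C and 5% CO2. Viability-linked luminescence was captured 12 min after adding luciferase detection reagent.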
SW480 rereplic – DNA re-replication induction in SW480 cells | SW480 DNA re-replication, Hoechst DNA content imaging, 48 h | Potency, µM (titrated, usually from 46.1 µM), without a hit: at the highest dose re-replication activation, usual class: activators | 1.8% of 340,000 active | AID 624297; further: % of control where 0% means no effect; nearly all actives have a fitted effect of over 55% in size
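Treated cells incubate 48 hr (37 C, 5% CO2), are stained 40 min with Hoechst, and nuclear fluorescence is enumerated; a rise in nuclei with high DNA signal marks re-replication.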
TDP43 rescue – inhibitors of TDP-43 toxicity in yeast. TDP-43 expressing yeast growth rescue, BacTiter-Glo, 24 h. Potency, µM (top dose mostly 46.1 µM), for inactives: top-dose growth rescue (activation), most hits filed as activators. 1.8% of 410,000 active; further: % of control where 0% means no effect; nearly all actives have a fitted effect of over 50% in size
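Galactose-induced TDP-43 yeast, OD600=0.02, compound pinned; 24 hr, 30 deg C; BacTiter-Glo luminescence for growth. Inhibitors of TDP-43 toxicity read as activators.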
HT1080-NT tox – kills 2HG-producing HT-1080-NT fibrosarcoma cells. HT-1080-NT fibrosarcoma viability, CellTiter-Glo ATP luminescence, 48 h. Potency, µM (highest dose often 46.1 µM), for the others: at the top dose activity, negative = less viability, most hits filed as cytotoxic. 1.6% of 360,000 active. AID 686970;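 further: NT is the 2HG producing partner of a matched IDH1 knockdown line; 0% = DMSO-treated cells and -100% = media-only wells without cells; nearly all actives have a fitted effect of over 55% in size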
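HT-1080-NT fibrosarcoma cells (2HG-overproducing), 750 cells/well in RPMI with 5% FBS, dosed after 2 h and incubated 48 h at 37C. CellTiter-Glo luminescence normalized to DMSO and no-cell wells; concentration-response curves fitted and classed.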
The depositor's hits bear a star; ? = inconclusive; nt = not tested or not shown; & = joins results of further samples; [ ] = dose if it differs, or a comment. The call rests on the fitted dose curve; in most records, active means well fitted curve in the direction sought with a large enough effect; inconclusive means small, poorly fitted or top-dose-only effect, or another doubt; inactive means no such curve, though single readings can be large; an effect the other way counts as inactive or inconclusive. Potency means the concentration at half of the fitted maximal effect.

SMILES	KB-V1 MDR tox	KB-3-1 tox	HT1080 IDH1KD tx	GLP1R inv ag	GLP1R ag	HEK293 tox	SW480 rereplic	TDP43 rescue	HT1080-NT tox
Cn1ncnc2c(=O)n(C)c(=O)nc1-2	0.73µM*	0.65µM*	1µM*	?	-10%	?	0%	?	0.52µM*
CC12CCC3C(CC=C4CC(O)CCC43C)C1C/C(=C\c1cccc(F)c1)C2=O (stereo unspecified)	-8%	-7%	?	15%	10%	2%	5%	-15%	?
C=Cn1ccnc1P(=S)(c1ccc(N(C)C)cc1)c1nccn1C=C	-13%	0%	?	0%	-4%	-2%	9%	-13%	10%
N#CC(C#N)=C1C=CC=CN1/C(=C\c1ccco1)C(=O)c1ccc(Cl)cc1	0%	-32%	?	5.6µM*	-30%[inhibitor]	67%[activator]	2.6µM*	?	?
C=C(C)[C@H]1CN[C@H](C(=O)O)[C@H]1CC(=O)O	21%	0%	11%	3%	-1%&1%	0%	-1%&-5%	0%	?
Fc1ccc(C2CCNCC2COc2ccc3c(c2)OCO3)cc1 (stereo unspecified)	?	?	?	?	9%&-2%	?	?	-4%	?
C=CCOc1ccc(/C=N\NC(N)=S)cc1	?	-1%	7%	?	7%	?	-117%[inhibitor]	?	-5%
COC(=O)[C@@]1(C#N)[C@@H]2C=CC(C(C)=O)=CN2[C@@H](C(N)=O)[C@@H]1c1ccc(F)cc1	21%	-5%	10%	5%	5%	3%	-112%[inhibitor]	-15%	-5%
CCOP(=O)(OCC)C(c1ccccc1)N(C)C=O (stereo unspecified)	-9%	4%	-3%	2%	4%	7%	-4%	-16%	6%
Clc1ccccc1CN1CCNCC1	-3%	-1%	0%	-15%	7%	7%	4%	-23%	3%
CC(=O)Nc1ccc(C2CN(C)CC2C(=O)c2ccc(Cl)cc2)cc1 (stereo unspecified)	-5%	-7%	-7%	-14%	-5%	-3%	-45%[inhibitor]	2%	-9%
CN1CCN(C2=Nc3cc(Cl)ccc3Nc3ccccc32)CC1	?	0%	?	-10%	-4%&3%	-26%	-7%	22%	?
Cn1c(O)c(C=NCCCC(=O)O)c(=O)n(C)c1=O	7%	3%	1%	7%	-10%	11%	-2%	-5%	17%
CC(C)CCOP(=O)(c1ccc(N(C)C)cc1)C(O)c1c(Cl)cccc1Cl (stereo unspecified)	-4%	-20%	-14%	?	1%	6%	-8%	0%	-1%
O=C1NC(=O)N(CCNc2ncc(C(F)(F)F)cc2Cl)C(=O)C1/C=N/OCc1c(F)cccc1Cl (stereo unspecified)	4%	10%	-2%	-3%	-7%	-1%	0%	7%	1%
CCc1ccc(CNCCc2ccccc2F)cc1	-19%	2%	-7%	-18%	?	51%[activator]	?	-15%	-18%
COc1ccc2[nH]c3c(c2c1)CCN[C@H]3C	2%	2%	?	?	3%	8%	-6%	-23%	?
CCc1ccc(N2C(=O)NC(=O)/C(=C\C=C\c3ccco3)C2=O)cc1	?	?	-12%	?	0%	?	18µM*	1%	0%
CCCNS(=O)(=O)c1ccc(OCC(=O)N2CCN(C)CC2)cc1	4%	18%	-12%	7%	-9%	48%[activator]	-4%	-9%	-11%
Nc1c(C(=O)NCc2ccco2)c2nc3ccccc3nc2n1CCc1ccc(F)cc1	16µM*	-17%	?	45%[activator]	-2%	393%[activator]	5.8µM*	18%	?
CS(=O)(=O)c1ccc(C2=C(CNC(=O)c3ccncc3)[C@H]3CC[C@@H](C2)N3Cc2ccco2)cc1	13%	-1%	0%	-8%	0%	-1%	nt	?	-1%
CC(=O)Nc1cc(-c2cccc(CO)c2)cn2c(-c3cccc(C(F)(F)F)c3)cnc12	6%	0%	5%	33%[activator]	-2%	-2%	nt	?	12%
Cc1ccc(NC(=O)CN2C(=O)CN=C(c3ccccc3)c3cc(Cl)ccc32)cc1	?	?	-12%	?	-3%	?	15%	14µM*	-13%
O=c1[nH]c2ccccc2n1C1CCN(C(c2cccs2)c2nnnn2-c2ccc3c(c2)OCCO3)CC1 (stereo unspecified)	?	?	3.3µM*	?	0%	?	nt	12%	?
CCOP(=O)(OCC)C(NC(=O)c1ccc(OC)cc1)C(Cl)(Cl)Cl (stereo unspecified)	1%	-9%	-6%	-21%	3%	-16%	-1%	-1%	1%

Going on with the list.
SMILES	KB-V1 MDR tox	KB-3-1 tox	HT1080 IDH1KD tx	GLP1R inv ag	GLP1R ag	HEK293 tox	SW480 rereplic	TDP43 rescue	HT1080-NT tox
NC(Cc1ccc(C(F)(F)F)cc1)c1csc(Nc2nncc3ccccc23)n1 (stereo unspecified)	16µM*	?	?	?	-16%	?	nt	?	?
Cc1cc(OC(C)C(=O)NCc2cccnc2)c2c3c(c(=O)oc2c1)CCC3 (stereo unspecified)	14%	6%	-1%	30%[activator]	-1%	2%	-2%	-5%	4%
Cc1ccc(OCC(=O)N2CCN(Cc3ccc([N+](=O)[O-])cc3)CC2)cc1	?	-7%	?	?	0%	-16%	-22%	-16%	-15%
O=C(C(=O)N1CCOCC1)c1cn(Cc2ccccc2)c2ccccc12	-7%	-13%	13%	0%[7.66 µM]	-2%	-2%[7.66 µM]	-5%	4%	0%
[N-]=[N+]=NCCN1CCC(O)CCC1=O (stereo unspecified)	?	29%&6%	11%	12%	-1%	7%	-5%	6%	17%
CCCCSP1(=S)NCCCN1	1%	13%	11%	1%	-6%	-2%	-2%	3%	11%
Cc1ccc(NC(=O)CCSc2nnc(Cc3ccccc3)o2)cc1	?	4%	1%	?	1%	-4%	?	18µM*	-1%
COc1ccc(OCC(=O)N2CCN(C(C)C)CC2)cc1	-17%	15%	0%	-21%	8%	-8%	-5%	-13%	-5%
COc1cccc(N2C(=O)CC(=O)NC2=O)c1	-5%	4%	0%	0%	-10%	5%	-4%	12%	3%
O=S(=O)(c1ccc(F)cc1)N1CN2CCN(C2)C1	-7%	-7%	1%	5%	-4%	0%	1%	-9%	0%
O=C1CCCC2C3CCCN4CCCC(CN12)C34 (stereo unspecified)	14%	0%	4%	-1%	-4%	3%	-26%	23%	0%
CC1CN(CCc2ccccc2)CC(C)O1 (stereo unspecified)	4%	-7%	6%	7%	1%	12%	11%	-8%	5%
CC1C(C)N1CC(O)Cn1ccnc1[N+](=O)[O-] (stereo unspecified)	18%	0%	5%	4%	-6%	-12%	-1%	-1%	1%
O=C1NC(=O)C(C(CC(=O)c2ccccc2)c2ccccc2)C(=O)N1 (stereo unspecified)	6%	13%	4%	2%	1%	-1%	-8%	-6%	5%
CCCOc1ccc(C(=O)NC(=S)N2C[C@H]3C[C@H](C2)c2cccc(=O)n2C3)cc1	24%	0%	-1%	11%	0%	8%	3%	14%	2%
CC[C@]12C=CCN3CCC4(c5cc(Br)c(OC)cc5N(C)C4[C@@](O)(C(=O)OC)[C@@H]1OC(C)=O)C32 (stereo partly specified)	2%	-1%	2%	-25%	-7%	8%	-5%	-1%	-12%
CC1=C(C)CN2CC(C#N)=C(N)C2C1 (stereo unspecified)	1%	0%	22%	34%[activator]	-3%	-2%	nt	3%	?
COc1ccc(NC(=O)CN(c2ccc([N+](=O)[O-])cc2)S(=O)(=O)c2ccccc2)cc1	16µM*	14%	?	6.3µM*	3%	?	?	-15%	-29%
CC/C(=N\Nc1ccccc1)c1c(O)n(-c2ccccc2)c(=O)[nH]c1=O	22%	-18%	?	?	12%	-24%	-1%	19%	-11%

Shown as labelled records: entries from further up.
COc1ccc(OCC(=O)N2CCN(C(C)C)CC2)cc1
  KB-V1 MDR tox: -17%
  KB-3-1 tox: 15%
  HT1080 IDH1KD tx: 0%
  GLP1R inv ag: -21%
  GLP1R ag: 8%
  HEK293 tox: -8%
  SW480 rereplic: -5%
  TDP43 rescue: -13%
  HT1080-NT tox: -5%
NC(Cc1ccc(C(F)(F)F)cc1)c1csc(Nc2nncc3ccccc23)n1 (stereo unspecified)
  KB-V1 MDR tox: 16µM*
  KB-3-1 tox: ?
  HT1080 IDH1KD tx: ?
  GLP1R inv ag: ?
  GLP1R ag: -16%
  HEK293 tox: ?
  SW480 rereplic: nt
  TDP43 rescue: ?
  HT1080-NT tox: ?
O=C1NC(=O)C(C(CC(=O)c2ccccc2)c2ccccc2)C(=O)N1 (stereo unspecified)
  KB-V1 MDR tox: 6%
  KB-3-1 tox: 13%
  HT1080 IDH1KD tx: 4%
  GLP1R inv ag: 2%
  GLP1R ag: 1%
  HEK293 tox: -1%
  SW480 rereplic: -8%
  TDP43 rescue: -6%
  HT1080-NT tox: 5%
Cc1cc(OC(C)C(=O)NCc2cccnc2)c2c3c(c(=O)oc2c1)CCC3 (stereo unspecified)
  KB-V1 MDR tox: 14%
  KB-3-1 tox: 6%
  HT1080 IDH1KD tx: -1%
  GLP1R inv ag: 30%[activator]
  GLP1R ag: -1%
  HEK293 tox: 2%
  SW480 rereplic: -2%
  TDP43 rescue: -5%
  HT1080-NT tox: 4%

Ordered by length of the SMILES (lowest first): part of the list above.
SMILES	KB-V1 MDR tox	KB-3-1 tox	HT1080 IDH1KD tx	GLP1R inv ag	GLP1R ag	HEK293 tox	SW480 rereplic	TDP43 rescue	HT1080-NT tox
CCCCSP1(=S)NCCCN1	1%	13%	11%	1%	-6%	-2%	-2%	3%	11%
COc1ccc(OCC(=O)N2CCN(C(C)C)CC2)cc1	-17%	15%	0%	-21%	8%	-8%	-5%	-13%	-5%
CC/C(=N\Nc1ccccc1)c1c(O)n(-c2ccccc2)c(=O)[nH]c1=O	22%	-18%	?	?	12%	-24%	-1%	19%	-11%

A portion of the library, so the mix of outcomes need not match the whole.
